High-throughput results from PubChem BioAssay.
4-MU autofl = 4-MU region autofluorescence; compound autofluorescence, 340/450 nm, 4-MU equivalents; stronger effect = higher value; max dye-equivalent concentration, M; 11% of 59,000 active; AID 589; in the data active = max dye-equivalent concentration above about 10 nM; inconclusive = mostly about 1.1 nM to 9.6 nM
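Compounds in 100 mM Tris, pH 8.0, sat 15 min at room temperature before fluorescence was read at 340 nm excitation/450 nm emission; a per-plate six-point 4-MU standard curve converted signals to dye-equivalent concentration at each compound concentration.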
BRCT PPI red = disrupts BRCA1 BRCT binding to phosphoprotein, red fluorophore readout; BRCT-phosphopeptide binding, red fluorescence polarization; Potency, µM (titrated, usually from 76.9 µM), inactives show at the top dose activity change, negative = inhibition, usual class: inhibitors; 0.03% of 75,000 active; AID 892; also: % is scaled to controls: 0 for no effect and ±100 for the full control effect
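Fluorescence polarization: 100 nM His-tagged BRCA1 BRCT with 100 nM TAMRA-labelled phospho-BACH1 decapeptide, phosphate buffer pH 7.3 with 150 mM NaCl, DTT, 0.01% Tween 20; 12 min RT. Binding inhibition seen as FP decrease.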
UbGFP stabilizer = ubiquitin-GFP accumulation via proteasome inhibition | 67,000 tested, under 10 active | Potency, µM (series often up to 45.9 µM), for inactives: at the top dose activation (GFP accumulation), actives largely listed as activators | Ubiquitin-GFP reporter cells, proteasome inhibition, GFP fluorescence; response scale: untreated = 0%, 10 µM MG-132 = 100%; active = well fitted activation curve with a large enough effect, not every such curve was filed as active; inconclusive = small, poorly fitted or top-dose-only effect, or another doubt; inactive = no such curve, though single readings can be large or run the other way; also: potency is read from the fitted curve at half-maximal effect
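U2OS Ub(G76V)-GFP reporter; O/N plating, 0.5% FBS; cpd 46 uM–2.9 nM, 4 h, 37 °C; GFP+ cell count, 488/515 nm; norm. to basal vs 10 uM MG-132; CRC fit.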
BRCT inh green = BRCA1 BRCT-phosphoprotein interaction inhibition. P38398. BRCA1 BRCT-phosphopeptide binding, green fluorescence polarization. Potency, µM (doses to about 76.9 µM), without a hit: at the top dose activity change, negative = inhibition, most hits filed as inhibitors. 0.05% of 75,000 active. AID 875;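 also: potency is read from the fitted curve at half-maximal effect; plate controls were peptide without protein for full effect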
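Compounds were incubated for 12 min at room temperature with a complex of 100 nM fluorescein-tagged pBACH1 decapeptide and 250 nM His-tagged BRCT protein. Buffer was phosphate pH 7.3 with EDTA, DTT and Tween 20. Disruption of binding lowers the polarization signal.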
DNA Pol III inh = DNA polymerase III holoenzyme inhibition; Potency, µM (doses to about 57.1 µM), for the others: top-dose activity change, negative = inhibition; 0.25% of 71,000 active; reconstituted DNA polymerase III holoenzyme replication, biochemical; AID 603; also: potency is read from the fitted curve at half-maximal effect; % is scaled to controls: 0 for no effect and ±100 for the full control effect
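Reconstituted *E. coli* holoenzyme (0.35 nM Pol III, 1 nM beta, 154 nM SSB, 2 nM primase) was preincubated with compound for 15 min at RT. Synthesis on 1.4 nM ssM13Gori ran 35 min, then was stopped with PicoGreen/EDTA and read as dsDNA fluorescence.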
CRE Fsk mod = alters forskolin-stimulated CRE reporter signaling in CHO cells | 2.5% of 71,000 active | CHO CRE-bla reporter (cAMP response element driving beta-lactamase), forskolin EC10, beta-lactamase ratio | AID 662 | Potency, µM (series often up to 38.2 µM), for inactives: at the top dose activity change, negative = inhibition, most hits filed as activators; active = well fitted activation curve with a large enough effect in the signal ratio, with a control signal flat, not every such curve was filed as active; inconclusive = small, poorly fitted or top-dose-only effect, or effect the other way, or a change in a side signal; the % refers to the signal ratio; also: potency is read from the fitted curve at half-maximal effect; % of control where 0% means no effect
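Reporter-gene assay: CHO cells with beta-lactamase behind cAMP responsive elements, co-treated with compound and EC10 NKH 477 for 3 hours at 37 degrees Celsius. Activity came from the 460/530 nm CCF4 emission ratio.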
GFP derepression = derepresses silenced GFP locus in mouse C127i cells; Potency, µM (titrated, usually from 46.1 µM), for inactives: top-dose GFP derepression (activation); 0.09% of 68,000 active; mouse C127i GFP locus derepression, cytometry, 30 h; also: % of control where 0% means no effect
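Locus derepression in mouse mammary C127i cells whose integrated CMV-GFP reporter is normally silent; GFP expression after 30 h compound treatment was quantified by counting fluorescent cells.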
Hsp90 Hop PPI = changes Hsp90-Hop TPR2A binding signal, up or down; 0.44% of 71,000 active; AlphaScreen TPR2A-His6 binding biotin-Hsp90 C-terminal peptide; AID 595; Potency, µM (highest dose often 57 µM), inactives show at the top dose activity change, negative = inhibition; active = well fitted curve in either direction with a large enough effect; inconclusive = small, poorly fitted or top-dose-only effect, or another doubt; also: potency is read from the fitted curve at half-maximal effect; % is scaled to controls: 0 for no effect and ±100 for the full control effect; many of its hits are not listed in these tables
HBB splice mod = modulators of hemoglobin beta chain splicing; HBB splicing reporter cell assay, activation; EGFP reporter with mutant IVS2-654 intron; response scale: normalised to 500 nM splice-correcting PNA; Potency, µM (series often up to 46.1 µM), for the others: at the highest dose activation, actives largely listed as activators; 0.06% of 65,000 active; AID 925; also: potency is read from the fitted curve at half-maximal effect; 0% is about no effect
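HeLa cells stably expressing EGFP interrupted by mutant beta-globin intron 2 (IVS2-654), 500/well in 2% FCS. Treated with compound for 2 days at 37C. Splicing correction scored as total well GFP intensity (488 nm excitation, 500-520 nm emission); 500 nM antisense PNA served as control.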
A350 fluor = A350 region autofluorescence; Compound autofluorescence, 340/450 nm, Alexa 350 dye-equivalents; stronger effect = higher value; max dye-equivalent concentration, M; 11% of 59,000 active; AID 590; in the data active = max dye-equivalent concentration above about 10 nM; inconclusive = mostly about 1.1 nM to 9.6 nM
15-hLO inh = blocks human 15-lipoxygenase activity | P16050 | Potency, µM (doses to about 57.1 µM), for inactives: at the top dose activity change, negative = inhibition, actives largely listed as inhibitors | purified 15hLO-1, xylenol orange hydroperoxide absorbance | AID 887 | 1.4% of 74,000 active; also: potency is read from the fitted curve at half-maximal effect; % is scaled to controls: 0 for no effect and ±100 for the full control effect; nearly all actives have a fitted effect of over 55% in size
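Readout: Fe(III)-xylenol orange absorbance, 573-to-405 nm ratio as reaction progress. Enzyme 40 nM purified human 15hLO-1, substrate 50 uM arachidonic acid, 6 min RT after 15 min compound preincubation; Hepes pH 7.5 buffer with Triton X-100.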
The depositor's hits bear a star; i = inactive; ? = inconclusive; . = no result given; [ ] = remark or other dose. Unless noted, calls follow the shape of the dose curve; as a rule, active = well fitted curve in the direction sought with a large enough effect; inconclusive = small, poorly fitted or top-dose-only effect, or another doubt; inactive = no such curve, though single readings can be large; an effect the other way counts as inactive or inconclusive.

1) CCCCCCC(=O)Nc1c(O)c2ccccc2[nH]c1=O
2) CCOC(=O)c1ccc(NC(=O)NS(=O)(=O)c2ccc(C)cc2)cc1
3) O=S1(=O)CCC(N=Cc2cc(Br)ccc2O)C1 (configuration not stated)
4) O=C(O)Cn1c(C(F)(F)F)nc2ccccc21
5) N=C(N)SCCc1ccc(CCSC(=N)N)cc1

assay / entry	1	2	3	4	5
4-MU autofl	i	.	i	i	i
BRCT PPI red	-1.3%	-0.6%	-1.8%	0.5%	-2.2%
UbGFP stabilizer	-4%	-7%	25%	-4%	7%
BRCT inh green	-3.5%	-3.8%	-0.2%	-1.3%	0.8%
DNA Pol III inh	-3%	-5%	1%	1%	1%
CRE Fsk mod	14%	0%	-5%	?	-6%
GFP derepression	-1%	-2%	0%	5%	-2%
Hsp90 Hop PPI	-2%	-1%	-3%	-4%	-2%
HBB splice mod	.	-0.3%	-1.9%[1.84 µM]	-0.1%	0.1%
A350 fluor	i	.	?	i	i
15-hLO inh	-1%	7%	3%	8%	-5%

6) COc1ccc(CCNC(=O)CN2CCOc3ccccc32)cc1OC
7) O=C(NCC1c2ccccc2CCN1C(=O)CN1CCOCC1)C1CCCCC1 (configuration not stated)
8) CCOC(=O)C1=C(CSc2nccn2C)NC(=O)NC1c1ccc2c(c1)OCO2 (configuration not stated)
9) NS(=O)(=O)c1cc2c(cc1Cl)NC(C(Cl)Cl)NS2(=O)=O (configuration not stated)
10) CCOC(=O)C1=CN(C)C=C(C(=O)OCC)C1c1ccsc1

assay / entry	6	7	8	9	10
4-MU autofl	.	i	i	6.5e-06M*	7.5e-06M*
BRCT PPI red	-0.6%	0.5%	0.8%	-0.6%	0.2%
UbGFP stabilizer	4%	3%	-2%	.	-3%
BRCT inh green	-0.1%	-1.8%	-3.1%	0.7%[3.08 µM]	-1.3%
DNA Pol III inh	-2%	-6%	-2%	.	5%
CRE Fsk mod	9%	-9%	-2%	.	?
GFP derepression	0%	0%	0%	-4%[20.6 µM]	1%
Hsp90 Hop PPI	-2%	-1%	-6%	.	20%
HBB splice mod	0.6%	0.4%	0.3%	.	2.6%[57.5 µM]
A350 fluor	.	i	i	7.2e-06M*	8e-06M*
15-hLO inh	1%	10%	2%	3%	-5%

11) COc1cc(OC)cc(-c2nnc(SCc3cccnc3)o2)c1
12) CC(=O)c1c(C)[nH]c(C(=O)OCc2nnc(-c3ccccc3)o2)c1C
13) COc1cc2c(=O)n(CC3CCCO3)c(=O)n(CC(=O)Nc3ccc(F)cc3F)c2cc1OC (configuration not stated)
14) CN(C)c1nc(-c2cccnc2)nc2ccccc12
15) COCCNC(=O)C(c1ccc(C)o1)N(Cc1ccccc1)C(=O)Cn1nnc2ccccc21 (configuration not stated)

assay / entry	11	12	13	14	15
4-MU autofl	i	i	.	i	i
BRCT PPI red	-0.4%	0.1%	1.5%	-9.2%	-0.8%
UbGFP stabilizer	-2%	1%	-7%	-5%	6%
BRCT inh green	0.5%	-3.3%	-1.5%	0.8%	-0.7%
DNA Pol III inh	3%	8%	-6%	-10%	1%
CRE Fsk mod	7%	15%	11%	?	-6%
GFP derepression	2%	5%	.	9%[9.22 µM]	-2%
Hsp90 Hop PPI	1%	-1%	0%[2.3 µM]	1%	-6%
HBB splice mod	.	-0.2%[57.5 µM]	-1.0%	0.1%	.
A350 fluor	i	i	.	i	i
15-hLO inh	0%	14%	1%	-4%	3%

Profiles as entered above. Values in the order: 4-MU autofl	BRCT PPI red	UbGFP stabilizer	BRCT inh green	DNA Pol III inh	CRE Fsk mod	GFP derepression	Hsp90 Hop PPI	HBB splice mod	A350 fluor	15-hLO inh
CN(C)c1nc(-c2cccnc2)nc2ccccc12 is listed with i	-9.2%	-5%	0.8%	-10%	?	9%[9.22 µM]	1%	0.1%	i	-4%
COCCNC(=O)C(c1ccc(C)o1)N(Cc1ccccc1)C(=O)Cn1nnc2ccccc21 (configuration not stated) is listed with i	-0.8%	6%	-0.7%	1%	-6%	-2%	-6%	.	i	3%

Following part
16) CCCc1nnc(SCC(=O)Nc2ccc(OC)cc2)n1N
17) CC(=O)OC1CC(C)(C)N(OC(=O)c2ccc(N)cc2)C(C)(C)C1
18) C[C@@H](C(=O)NCc1cccc2ccccc12)[C@H]1C[C@]1(C)[C@H](NC(=O)OCc1ccccc1)c1ccccc1
19) Cc1nc2ccccn2c1-c1nnco1
20) Brc1ccc(CSc2nnc(-c3ccccn3)n2Cc2ccco2)cc1

assay / entry	16	17	18	19	20
4-MU autofl	i	i	.	?	i
BRCT PPI red	1.1%	1.4%	-3.1%	-0.3%	0.9%
UbGFP stabilizer	-2%	0%	.	-4%	9%
BRCT inh green	-2.2%	-2.8%	-5.4%	-0.8%	-0.1%
DNA Pol III inh	3%	-3%	13%	-2%	-8%
CRE Fsk mod	4%	-4%	?	?	2%
GFP derepression	4%	2%	.	1%	2%
Hsp90 Hop PPI	-2%	-4%	-3%	-2%	-8%
HBB splice mod	-0.3%	-0.4%	0.3%	-4.0%	-1.5%
A350 fluor	i	i	.	?	i
15-hLO inh	2%	6%	.	5%	1%

21) O=C(NCc1ccccc1)c1c(O)c2cccc3c2n(c1=O)CCC3
22) COC(=O)c1sccc1NC(=O)CN1CCN(c2ccc(F)cc2)CC1
23) COc1ccc(CCNC(=O)CSc2nnc(-c3ccccc3)o2)cc1OC
24) O=C(CC1NC(=O)NC1=O)Nc1cccc2ccccc12 (configuration not stated)
25) COc1nc(OC/C(N)=N/O)nc(N2CCOCC2)n1

assay / entry	21	22	23	24	25
4-MU autofl	?	i	i	2.9e-08M*	i
BRCT PPI red	-0.7%	-0.1%	1.2%	-0.9%	0.8%
UbGFP stabilizer	1%	-1%	11%	-2%	5%
BRCT inh green	-1.2%	-1.1%	-0.7%	13%	-0.6%
DNA Pol III inh	-3%	2%	-4%	-5%	-1%
CRE Fsk mod	5%	2%	?	?	3%
GFP derepression	-1%	-2%	-2%	1%	-1%
Hsp90 Hop PPI	5%	-11%	-1%	-3%	-4%
HBB splice mod	.	-2.1%	1.9%	-0.5%	0.6%
A350 fluor	?	i	i	2.5e-08M*	i
15-hLO inh	-8%	-10%	-28%	-4%	4%

26) Nc1ccccc1[N+](=O)[O-]
27) N#C/C(=C\c1ccc(O)c(O)c1)C(N)=O
28) CCOC(=O)N1CCC(c2cc(=O)n3[nH]c(-c4ccccc4)cc3n2)CC1
29) Cc1ccc2nc(N3CCC(C(=O)O)CC3)nc(-c3ccccc3)c2c1
30) COC(=O)CN(c1ccc(OC)c(OC)c1)S(C)(=O)=O

assay / entry	26	27	28	29	30
4-MU autofl	.	.	.	8.5e-08M*	i
BRCT PPI red	-1.7%	-0.5%	0.6%	-0.9%	1.8%
UbGFP stabilizer	.	1%	3%	-3%	1%
BRCT inh green	0.6%	1.9%	-0.6%	-2.6%	-2.1%
DNA Pol III inh	-4%	-2%	-7%	-20%	-2%
CRE Fsk mod	-12%	?	-6%	?	0%
GFP derepression	.	0%	0%	2%	5%
Hsp90 Hop PPI	-15%	-3%	0%	?	4%
HBB splice mod	0.4%	.	0.8%	4.7%[57.5 µM]	-0.1%
A350 fluor	.	.	.	1.1e-07M*	i
15-hLO inh	0%	-7%[25.6 µM]	1%	-6%	5%

31) COc1cc(OC)cc(C(=O)N2CCN(C(=O)c3cccc(F)c3)CC2)c1
32) O=C(NC1CCCC1)C(c1ccco1)N(Cc1ccccc1)C(=O)c1csnn1 (configuration not stated)
33) Cc1ccc2cc(-c3noc(C4CCCO4)n3)c(=O)[nH]c2c1 (configuration not stated)
34) CCn1c(=O)cc(OCC(=O)NC2CCCCC2)c2ccccc21
35) O=C(CP(=O)(c1ccccc1)c1ccccc1)N1CCCCC1
36) CC(OC(=O)c1nn(C)c(=O)c2ccccc12)C(=O)NCc1ccc2c(c1)OCO2 (configuration not stated)
37) Cc1ccc(-c2noc(CN(C(=O)CCN3C(=O)c4ccccc4C3=O)C(C)C)n2)cc1

assay / entry	31	32	33	34	35	36	37
4-MU autofl	i	i	.	i	.	i	i
BRCT PPI red	-0.6%	0.8%	-0.6%	-1.9%	0.8%	-0.6%	-2.6%
UbGFP stabilizer	-9%	0%	-3%	-1%	0%	3%	-7%
BRCT inh green	0.6%	1.0%	1.3%	-1.9%	-0.5%	-0.6%	2.4%
DNA Pol III inh	2%	0%	-4%	-5%	-2%	-9%	4%
CRE Fsk mod	-12%	-8%	12%	?	3%	?	-9%
GFP derepression	-3%	-1%	.	0%	2%	-2%	6%
Hsp90 Hop PPI	3%	-1%	-2%	0%	0%	4%	-1%
HBB splice mod	0.2%	.	-0.7%	2.3%	4.2%	-0.3%[57.5 µM]	-0.6%
A350 fluor	i	i	.	i	.	i	i
15-hLO inh	3%	1%	-3%	1%	1%	1%	-2%
